# TIM10 inh = growth inhibitors of isogenic TIM10 control yeast, primary screen, counter-screen for tim10-1 yeast inhibitor project, luminescence, uHTS; S. cerevisiae TIM10 strain growth, BacTiter-Glo luminescence, 24 h; inhibition, % at 10 µM; 330,000 tested, 1.4% active; AID 463195, 2010;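 active = inhibition of 40% or more at the single tested concentration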;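 note: wild-type TIM10 isogenic control strain grown at permissive 25 °C; 0% = DMSO yeast wells and 100% = minimal medium wells without yeast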
# NLRP3 yeast inh = NALP3 inflammasome inhibitors in reconstituted yeast, primary screen, luminescence, uHTS | 330,000 tested, 0.39% active | inhibition, % at 10 µM | Yeast reconstituted NLRP3/ASC/caspase-1, beta-gal luminescence, 24 h | AID 2825, 2010;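 active = inhibition of 50% or more; inactive = inhibition below 50%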;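 note: plate controls were induced DMSO wells for no effect and uninduced yeast grown without galactose for full effect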
# NR3A LBD binder = binders of NR3A ligand-binding domain, primary screen, biophysical, differential scanning fluorimetry, uHTS; Glutamate receptor ionotropic, NMDA 3A (GRIN3A) ligand-binding domain; NR3A LBD differential scanning fluorimetry, Tm shift; 0% = protein alone, 100% = glycine-bound protein; Tm shift relative to glycine control, % at 25 µM; 340,000 tested, 2.5% active;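 active = melting temperature shift of at least 10% of the positive control shift, at one fixed dose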
# MPTP inh = mitochondrial permeability transition pore inhibitors, primary screen, biochemical, isolated mouse mitochondria, absorbance; Ca2+ swelling absorbance, 30 min; inhibition, % at 10 µM; 360,000 tested, 1.4% active; AID 602449, 2012;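 active = inhibition of 50% or more, scaled per plate between neutral and stimulator controls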;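 note: 0% = DMSO wells given calcium and 100% = 1 mM EGTA wells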
# tim10-1 inh = growth inhibitors of tim10-1 mutant yeast, primary screen, luminescence, uHTS. S. cerevisiae tim10-1 ts strain growth, BacTiter-Glo, 24 h. inhibition, % at 20 µM. 330,000 tested, 2.2% active. AID 463190, 2010;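 active = inhibition of at least 40%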;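 note: mutant grown at 25 °C; 0% = DMSO wells with yeast and 100% = wells holding no yeast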
# tim23-1 inh = growth inhibitors of tim23-1 mutant yeast, primary screen, luminescence, uHTS | AID 463212, 2010 | S. cerevisiae tim23-1 growth, BacTiter-Glo luminescence, 24 h | 330,000 tested, 1.3% active | inhibition, % at 20 µM;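 active = growth inhibition of the mutant yeast at or above 50%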;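 note: temperature-sensitive mutant grown at 25 °C; plate controls were DMSO-treated mutant yeast for no effect and medium wells lacking yeast for full effect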
# beta cell repl = inducers of MIN6 beta-cell proliferation, primary screen, ATP luminescence, uHTS; MIN6 cells proliferation, ATPlite luminescence, 48 h; cells starved in 0.2% serum; 100% = growth in 10% serum; AID 2380, 2010; proliferation, % at 10 µM; 330,000 tested, 0.29% active;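 active = compounds whose signal lies at least 3.5 SD above the mean of all wells on their plate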;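 note: 0% = DMSO-treated cells in low-serum medium and 100% = 10% serum control; some compounds called inactive have numbers as strong as hits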
# APJ antagonist = antagonists of human apelin receptor APJ, primary screen, CHO-K1 cells, beta-arrestin complementation, luminescence; 330,000 tested, 0.32% active; inhibition, % at 20 µM; P35414;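 active = inhibition above about 40% at 20 µM, limit read from the data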;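 note: cells challenged with 10 nM apelin-13 agonist together with compound; plate controls were apelin-13 plus DMSO wells for no effect and DMSO wells lacking apelin-13 for full effect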
# Target sequence (P35414 whole entry, looked up): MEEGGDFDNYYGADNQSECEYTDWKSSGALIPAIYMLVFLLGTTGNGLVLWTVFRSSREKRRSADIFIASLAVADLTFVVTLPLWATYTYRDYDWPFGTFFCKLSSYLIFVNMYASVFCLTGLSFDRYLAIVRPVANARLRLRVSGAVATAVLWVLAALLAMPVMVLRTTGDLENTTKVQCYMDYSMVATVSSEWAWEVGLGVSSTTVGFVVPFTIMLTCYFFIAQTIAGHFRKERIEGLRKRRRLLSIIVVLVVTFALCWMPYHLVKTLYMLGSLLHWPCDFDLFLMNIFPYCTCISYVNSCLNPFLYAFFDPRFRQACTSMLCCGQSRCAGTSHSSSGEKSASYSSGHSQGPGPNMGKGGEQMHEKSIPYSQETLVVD
# APJ ag = agonists of human apelin receptor APJ, primary screen, CHO-K1 cells, PathHunter beta-arrestin, luminescence. P35414. 0% DMSO wells, 100% apelin. activation, % at 20 µM. 330,000 tested, 0.11% active;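 active = activation more than six SD over the plate average, tested at 20 µM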;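 note: 0% = DMSO alone and 100% = apelin-13 at 10 nM; some results filed as inactive read as strong as hits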
#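 Material: CHO-K1 APJ beta-arrestin complementation cell line; Input: cell density 1000 per well; Incubation: compound stimulation 90 min at 25 °C, detection 60 min; Signal: luminescence from split beta-galactosidase complementation, Galacton Star/Emerald II substrate; Controls: DMSO-only wells as negative, 10 nM Apelin-13 as positive control.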
# The depositor's hits bear a star.
SMILES,TIM10 inh,NLRP3 yeast inh,NR3A LBD binder,MPTP inh,tim10-1 inh,tim23-1 inh,beta cell repl,APJ antagonist,APJ ag
COCCNc1nc2c(c(=O)n(Cc3cccc(Br)c3)c(=O)n2C)n1C,11,18,-1,0.3,29,30,0,-12,-3
O=C(c1csc2c1CCCC2)N1CCN(c2ncccn2)CC1,21,10,-4,-0.8,22,16,-3,-10,-3
Nc1nc(-c2cc(-c3ccccc3)no2)cs1,51*,56*,0,0.7,26,80*,-4,-3,0
O=C(NC(Cc1ccccc1)C(=O)O)/C(=C\c1ccco1)NC(=O)c1ccco1 (stereo unspecified),-15,-6,1,-0.1,-10,3,0,-3,-4
COc1ccc(N2CCN(C(=O)c3nn(C)c4c3CS(=O)(=O)c3ccccc3-4)CC2)cc1,12,15,-3,-0.9,18,19,3,0,-3
CCN(CC)C(=O)C1CCN(CC2CC=CCC2)CC1 (stereo unspecified),-9,8,1,0.6,8,-2,-2,-4,-6
CC1CCCCN1Cc1c(C#N)c2ccccc2n1C (stereo unspecified),5,-22,0,2.1,31,8,-1,-15,-2
CCOc1ccc(OCC)c(NC(=O)CN2CCN(c3cc(C)ccc3C)CC2)c1,-7,20,2,7.5,-11,-1,-5,17,1
O=C(NC1CCCc2ccccc21)c1ccc(S(=O)(=O)N2CCOCC2)cc1 (stereo unspecified),-11,14,0,-0.7,-6,13,-1,-1,-3
Cc1ccc(C)c(S(=O)(=O)N2CCCC2CNC(=O)C(=O)NCc2ccccc2C)c1 (stereo unspecified),13,8,0,0.4,28,40,-2,6,-2
COc1ccc(C(=O)CCNc2ccc(F)cc2)cc1,-30,57*,1,3.1,-29,-4,-4,-4,2
O=C(NCc1ccc(F)cc1)c1cc2ccccc2o1,-20,19,-1,-0.1,-6,14,0,1,-1
Cn1nccc1C(=O)OCC(=O)Nc1ccccc1,-14,7,-4,0.4,-13,-2,1,10,1
Cn1c(SCC(=O)N/N=C/c2ccco2)nc2ccccc21,7,14,1,-1.5,-2,17,-3,-20,-4
CCC(NC(=O)c1ccc2nc(Cc3ccc(OC)cc3)oc2c1)c1ccncc1 (stereo unspecified),0,10,0,66*,-13,-2,-8,1,1
Cc1n[nH]c(=O)nc1NC(C)c1ccccc1 (stereo unspecified),-6,-13,0,-0.3,6,-4,-2,7,-4
Cc1ccccc1NS(=O)(=O)c1ccc(NC(=O)c2nc3ncccn3n2)cc1,18,10,8,-0.8,9,16,-1,14,-4
CCCC(=O)N1c2ccc(-c3csc(N)n3)cc2CC1C (stereo unspecified),25,7,1,0.4,35,22,-1,11,3
CCOC(=O)C(=N/O)/C(C)=N/NC(=O)C(=O)Nc1ccc(Cl)cc1,7,16,-2,82*,5,24,-3,-14,9
Cc1cc(C(=O)COC(=O)COc2ccc(C#N)cc2)c(C)n1C1CC1,0,13,3,-1.0,23,33,-4,14,-4
Clc1ccc(Oc2nnnn2-c2ccccc2)cc1,13,-18,-3,-2.0,33,36,1,4,-1
O=C(CCN1CCCCC1)Nc1cccc(Br)c1,-10,16,1,1.2,-13,-7,1,13,-3
CCOC(=O)C1(Cc2ccccc2)CCN(Cc2cnc(N3CCOCC3)s2)CC1,-16,17,-1,0.1,2,9,-1,5,0
Cc1c(C=Nc2ccc(S(=O)(=O)CCO)cc2)c(O)[nH]c(=O)c1C#N,-21,14,-1,1.3,-22,0,0,-21,-1
Cc1ccc2c(c1)N(C(C)C(=O)NCc1cccs1)C(=O)CO2 (stereo unspecified),-17,9,-1,1.7,-1,12,-1,6,-3
CN(C)S(=O)(=O)c1cccc2c1C(=O)c1ccccc1C2=O,-3,3,-3,-1.6,32,17,4,29,2
CC#CCCCC(=O)Nc1ccccc1C(=O)O,16,11,0,0.7,19,7,-2,-7,-1
Cc1ccc(CSc2nc3ccncc3[nH]2)cc1,4,24,-1,-2.7,24,24,-7,17,-3
O=C(CSc1nnc(-c2cccs2)n1Cc1ccco1)c1ccc2c(c1)OCO2,9,-2,1,-1.2,-4,12,1,14,-4
Cc1cc(C)c(C(=O)/C=C/c2ccco2)c(=O)[nH]1,22,7,-1,0.8,12,20,-1,24,-2
Cc1nc(N2CCOCC2)nc2c1CCCC2,4,3,-2,-1.9,-1,15,-3,-10,0
Cc1cc(C(=O)COC(=O)c2cc(Cl)c(O)c(Cl)c2)c(C)n1C,6,3,-6,1.6,5,10,-4,-3,-4
Cc1cc(C)cc(OCC(=O)NCc2nc(-c3ccccc3)no2)c1,13,17,-8,2.2,16,10,-1,-2,-1
O=C(N/N=C/C(Br)=C/c1ccccc1)NC1CCCCC1,39,10,-8,-1.9,39,43,-7,0,-2
O=c1ccc2cc3c(-c4ccccc4)coc3cc2o1,46*,-7,-2,0.6,60*,64*,3,-3,-3
COC(=O)[C@@H]1CCCN1Cc1nc(Cc2ccc(OC)c(OC)c2)no1,-24,11,-2,-0.6,11,7,3,-17,-1
COC(=O)c1sccc1NC(=O)Nc1ccc(F)cc1,28,2,4,-2.8,31,35,-6,-25,8
CCn1c(O)c(N=NC(=O)Cn2ccc(C(F)(F)F)n2)c2ccccc21,21,6,1,0.0,24,18,0,5,-3
COC(C(=O)Nc1ccc(Br)cc1F)c1ccccc1 (stereo unspecified),5,19,-5,-0.1,12,12,-2,-5,-3
Cc1cc(C(F)(F)F)n(-c2nc(C(=O)Nc3cccnc3)cs2)n1,22,27,0,0.7,18,21,0,5,-1
Cc1ccc2nc(NCc3ccco3)c(C=NCc3ccco3)c(=O)n2c1,17,6,2,-0.2,3,25,-2,9,-4
CCOC(=O)c1cccc(-n2c(C)nc3ccccc3c2=O)c1,9,19,-3,-2.6,19,17,0,-5,1
Cn1c(-c2ccccc2)cc2ccccc21,0,11,-1,-2.2,-1,3,0,12,-2
CC(C)[C@H](NC(=O)N1CCC(Cc2ccccc2)CC1)C(=O)O,1,11,-1,-0.8,6,9,-4,21,2
CCN(CC)S(=O)(=O)c1ccc(S(=O)(=O)N(Cc2ccccn2)Cc2ccco2)cc1,17,18,1,1.8,-7,25,-2,5,0

# Entries of single compounds, quoted from the list:
# Listed for `CCOc1ccc(OCC)c(NC(=O)CN2CCN(c3cc(C)ccc3C)CC2)c1` : TIM10 inh: -7; NLRP3 yeast inh: 20; NR3A LBD binder: 2; MPTP inh: 7.5; tim10-1 inh: -11; tim23-1 inh: -1; beta cell repl: -5; APJ antagonist: 17; APJ ag: 1
# Listed for `CCn1c(O)c(N=NC(=O)Cn2ccc(C(F)(F)F)n2)c2ccccc21` : TIM10 inh: 21; NLRP3 yeast inh: 6; NR3A LBD binder: 1; MPTP inh: 0.0; tim10-1 inh: 24; tim23-1 inh: 18; beta cell repl: 0; APJ antagonist: 5; APJ ag: -3

# Sorted by the number under MPTP inh (low to high): 4 of the compounds above
Molecule	MPTP inh
Cn1c(-c2ccccc2)cc2ccccc21	-2.2
COC(=O)[C@@H]1CCCN1Cc1nc(Cc2ccc(OC)c(OC)c2)no1	-0.6
Cc1ccc2nc(NCc3ccco3)c(C=NCc3ccco3)c(=O)n2c1	-0.2
COC(C(=O)Nc1ccc(Br)cc1F)c1ccccc1 (stereo unspecified)	-0.1

# (next part)
SMILES,TIM10 inh,NLRP3 yeast inh,NR3A LBD binder,MPTP inh,tim10-1 inh,tim23-1 inh,beta cell repl,APJ antagonist,APJ ag
Cc1ccc(C#N)c(SCc2nnc(-c3ccc(Cl)cc3)o2)n1,8,25,2,0.7,16,9,0,-22,0
O=S1(=O)N=C(N(Cc2cccs2)c2ccc(O)cc2)c2ccccc21,-8,18,0,-0.8,-12,-1,1,5,-3
Cc1nc(N)nc(N)c1CCCc1ccc(Cl)c(Cl)c1,23,1,0,1.5,13,19,-3,1,6
COC(=O)Nc1nc(C)c(C(=O)N(C)C)s1,8,17,1,-1.5,8,-6,4,-3,-4
O=C(CCS(=O)(=O)c1ccccc1)NNC(=O)CSc1ccccc1F,5,13,1,-0.1,0,3,-1,-12,-1
Cc1cc(Br)ccc1NC(=O)CNC(=O)CN(C)Cc1nc2ccccc2c(=O)[nH]1,-1,24,1,0.7,-14,-4,1,15,-4
CC(CC(=O)NCc1ccc(Cl)cc1)c1ccccc1 (stereo unspecified),-22,41,-3,-0.8,0,-2,1,2,-2
COc1ccc2[nH]c3c(c2c1)CCN1C(=O)N([C@@H](C)C(=O)NCc2c(F)cccc2Cl)C(=O)[C@]31C,8,4,1,-0.7,12,5,-3,-36,1
CCn1c(SCC(=O)NCc2ccc3c(c2)OCO3)nc2c(c1=O)SCC2,8,12,0,0.1,15,14,1,-2,3
COCCn1c(=NC(=O)c2ccccc2[N+](=O)[O-])sc2cc(S(C)(=O)=O)ccc21,-9,11,4,-0.4,-11,-18,-2,-33,4
Cn1c(=O)c([N+](=O)[O-])c(-n2ccnc2)c2ccccc21,11,20,3,0.1,-7,0,3,13,-3
O=C1C=C(c2ccccc2Oc2ccccc2)C[C@@H](c2ccc3c(c2)OCO3)C1,2,-6,0,0.2,18,30,-7,5,-1
CN(CC(=O)Nc1ccccc1Br)C(=O)CNC(=O)c1ccc(Oc2ccccc2)cc1,9,7,1,0.1,21,14,-3,-15,4
Cn1c(-c2ccncc2)nc2ccccc21,-12,29,1,-0.1,-36,-12,-2,13,2
CC(=O)N/N=C(\C)C1COc2ccccc2O1 (stereo unspecified),3,3,1,0.3,-9,-2,2,8,1
CC(C)CC(NC(=O)C1CCC(=O)N1)C(=O)NC(CC(C)C)C(=O)N1CCCC1C(N)=O (stereo unspecified),9,-2,-1,-0.1,6,14,-1,12,-1
CSc1ccccc1NC(=O)CN(Cc1ccc(Cl)cc1)S(C)(=O)=O,16,20,-1,-1.1,-6,27,5.0*,13,-5
CN(CCOc1ccccc1)C(=O)C1CCC(=O)N(CCN2CCOCC2)C1 (stereo unspecified),-9,6,1,-0.6,1,4,-3,12,-4
CCCc1cc2c(=O)c(-c3ccc4c(c3)OCCO4)c(C)oc2cc1OS(C)(=O)=O,21,17,0,-1.3,27,38,1,-8,-5
ClCc1csc(-c2ccc(Cl)cc2)n1,-5,-4,13*,-0.4,-2,5,-2,-11,-2
CSc1ccccc1NC(=O)C1C2CCC(C2)C1C(=O)O (stereo unspecified),-3,3,0,-1.0,10,7,-4,7,-2
N#Cc1ccc(/C=N/NC(=O)CCc2ccc(S(=O)(=O)N3CCOCC3)cc2)cc1,2,12,-1,-0.3,5,9,0,6,3
c1ccc(Cn2nnnc2C(c2ccccn2)N2CCOCC2)cc1 (stereo unspecified),17,-4,-1,0.5,14,8,-3,20,-3
CC1CC(C)CN(C(=O)COC(=O)CNS(=O)(=O)/C=C/c2ccccc2)C1 (stereo unspecified),10,-7,2,0.5,9,14,-3,21,-8
CCOC(=O)Cn1nc(C)c(NC(=O)COc2ccccc2[N+](=O)[O-])c1C,-3,-9,0,-0.1,9,0,3,13,-2
Cc1ccc(N2CC(C(=O)Nc3ccc(C)c(S(=O)(=O)N(C)C)c3)CC2=O)cc1 (stereo unspecified),13,-8,6,-0.6,10,-8,0,2,-4
Cc1ccc(N(C(=O)CNC(=O)c2ccco2)C(C(=O)NC2CCCCC2)c2cccnc2)cc1C (stereo unspecified),15,-11,-3,0.5,-18,6,-3,-5,-3
Oc1ccc(Cl)cc1-c1cc(C(F)(F)C(F)F)nc(-c2ccccc2)n1,15,-3,2,90*,3,15,-5,-18,7
